SRC3 inh: SRC3 coactivator transcriptional activity inhibitors, primary screen, cell-based, luminescence; Nuclear receptor coactivator 3 (Homo sapiens), Q9Y6Q9; HEK293 GAL4-SRC3 luciferase reporter; inhibition, % at 3.6 µM; 360,000 compounds, 0.17% hits;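 active = inhibition above a per-campaign cutoff, the mean of all compounds plus 3 SD, cut at about 60% in these data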;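 note: 0% = DMSO-treated cells and 100% = gossypol-treated cells at 36 µM; higher means less SRC3-driven luciferase light from the GAL4 reporter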
CF NFkB inh: inhibitors of PAF-induced NF-kB signaling, primary screen, cell-based, GFP fluorescence, uHTS | KKLEB NF-kB-GFP reporter, GFP fluorescence overnight | inhibition, % at 5 µM | 360,000 compounds, 0.86% hits | AID 588850, 2011;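 active = at least 50% inhibition at 5 µM, scaled per plate between neutral and stimulator controls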;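 note: PAF is a Pseudomonas aeruginosa culture filtrate used as stimulus; plate controls were PAF-stimulated DMSO wells for no effect and unstimulated DMSO wells for full effect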
Shn3 3UTR inh: reduction of Shn3 3'UTR firefly luciferase signal, primary screen, Schnurri-3 inhibitor project, cell-based, Clone20 osteoblasts, set 2. Clone20 osteoblast Shn3 3'UTR firefly luciferase, 24 h. inhibition, % at 12.5 µM. 360,000 compounds, 0.52% hits. AID 588674, 2011;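 active = mean inhibition of at least 75% with every replicate also reaching 75%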;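 note: 0% = median of neutral control wells and 100% = pilot-screen positive control compound; some compounds past the cut are filed as inactive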
KKLEB tox: cytotoxicity in KKLEB CF airway cells, primary screen, cytotoxicity control for CF NF-kB inhibitor project, cell-based, uHTS, fluorescence assay plates; 360,000 compounds, 0.36% hits; KKLEB CF airway cells viability, ATPlite luminescence, overnight; stronger effect = lower value; cells stimulated with P. aeruginosa culture filtrate; AID 602141, 2011; activity change (cytotoxicity), % at 5 µM;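 active = corrected activity change at or below -50% at 5 µM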
TROY signal inh: inhibitors of TROY-driven NF-kB signaling, primary screen, Q293 LMP1-TROYcd cells, NF-kB luciferase, uHTS; AID 1347056, 2019; inhibition, % at 10 µM; 360,000 compounds, 0.98% hits; Q293 LMP1-TROYcd NF-kB luciferase reporter, 4 h;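 active = compounds whose plate-normalised and pattern-corrected inhibition of the luciferase reporter signal at the single screening dose is 50% or more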
EBV LMP1 NFkB: EBV LMP1-driven NF-kappaB luciferase reporter inhibitors, primary screen, cell-based, luminescence, single point; LMP1-induced NF-kappaB luciferase reporter cells; 350,000 compounds, 0.69% hits; inhibition, % at 12.5 µM; AID 504558, 2011; in the data active = inhibition above about 41%;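 note: 0% = neutral control wells and 100% = reference inhibitor control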
TRAIL sens C8: viability loss with TRAIL in NB7+C8 cells, primary screen, TRAIL sensitizer project, cell-based, ATPlite luminescence; inhibition (viability loss, TRAIL sensitization), % at 10 µM; 360,000 compounds, 1% hits; AID 624354, 2012;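 active = compounds causing at least 50% loss of cell viability in the single-dose screen, relative to plate controls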
NR2F2 inh: NR2F2 transcriptional activity inhibitors, primary screen, cell-based, luciferase reporter, HEK293T, luminescence | inhibition, % at 8.6 µM | 370,000 compounds, 0.7% hits | COUP transcription factor 2 (Homo sapiens), P24468 | HEK293T NGFI-A luciferase reporter;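 active = inhibition above a per-plate cutoff, mean inhibition of test wells between control levels plus 3 SD, cut at about 38% in these data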;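 note: cells cotransfected with COUP-TFII expression vector driving the NGFI-A reporter; 0% = median of COUP-TF2 test wells and 100% = reporter-only cells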
NCOA1 inh: SRC1 coactivator transcriptional activity inhibitors, primary screen, cell-based, luminescence | Nuclear receptor coactivator 1 (Homo sapiens), Q15788 | HEK293 GAL4-SRC1 luciferase reporter | inhibition, % at 3.6 µM | 360,000 compounds, 0.12% hits;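 active = inhibition above the campaign mean plus 3 SD, with each screening campaign given its own cutoff, cut at about 60% in these data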;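 note: 0% = DMSO treated cells and 100% = gossypol at 36 µM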
TWEAK-Fn14 inh: inhibitors of TWEAK-Fn14 signaling, primary screen, luciferase reporter cells, uHTS | 360,000 compounds, 2% hits | TWEAK-stimulated Fn14 reporter cells, luciferase luminescence, 8 h | inhibition, % at 10 µM | AID 1159606, 2016; in the data active = inhibition above about 50%
LRH-1 inv ag: LRH-1 (NR5A2) inverse agonists, primary screen, cell-based, luminescence, HEK293T, StAR-luciferase reporter. Nuclear receptor subfamily 5 group A member 2 (Homo sapiens), O00482. LRH-1 transfected, 24 h. inhibition, % at 3.6 µM. 360,000 compounds, 0.13% hits. AID 602396, 2012;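 active = inhibition above the mean inhibition of all tested compounds plus 3 SD, cut at about 73% in these data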;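 note: 0% = DMSO wells and 100% = reporter-only cells lacking LRH-1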
Active calls of the source: *; . = not tested or not shown.

SMILES	SRC3 inh	CF NFkB inh	Shn3 3UTR inh	KKLEB tox	TROY signal inh	EBV LMP1 NFkB	TRAIL sens C8	NR2F2 inh	NCOA1 inh	TWEAK-Fn14 inh	LRH-1 inv ag
Cc1ccc(C2=NC(C)(C)NC2=O)cc1	-5	1	28	-3	-3	-1	-18	-6	-14	9	-8
COc1cc(C(=O)OC(C)CN2CCCCC2)cc(OC)c1OC (stereo not given)	1	-9	-5	-2	5	7	9	-1	15	0	2
Cc1ccc(C)c(S(=O)(=O)Nc2ccc(-n3cnnn3)cc2)c1	3	9	83*	-22	5	6	-5	.	-4	-5	-33
CCOC(=O)[C@H]1[C@H]2COc3cc(OC)ccc3[C@@H]2N2C(=O)c3ccc(C)cc3NC(=O)[C@@]12C	0	11	-13	-1	3	0	7	6	-3	-1	-1
Cc1cccc(N2CCN(C(=O)CNC(=O)c3cccc([N+](=O)[O-])c3)CC2)c1C	4	-7	29	-18	16	1	-4	22	10	6	7
O=C(CN1CCCCC1)Nc1ccc(N2CCCCCC2)cc1	9	-1	26	-18	8	-1	-1	3	-52	-7	-24
Cc1noc(C)c1S(=O)(=O)N(C)C[C@@H]1OCc2cnnn2CCCC(=O)N([C@@H](C)CO)C[C@H]1C	5	7	-14	-7	-6	4	13	6	6	-2	-8
COc1ccc(Cl)cc1N(CC(=O)NC1CC1)S(=O)(=O)c1ccc(C)c([N+](=O)[O-])c1	6	-4	-9	-2	-14	1	0	-8	-5	-1	-11
CCCNC(=O)NC(=O)COc1ccc2oc3ccccc3c2c1	15	5	11	-2	-12	-13	2	0	5	7	19
Cc1cc(C(=O)NC2CCCC2)c2ccccc2n1	-8	5	3	2	6	4	11	26	2	2	-7
Cc1cccc(S(=O)(=O)c2c(N)n(-c3ccccc3)c3nc4ccccc4nc23)c1	17	-33	-25	5	-15	11	-4	1	6	9	-2
COc1cccc(C(=O)NCCS(=O)(=O)NC(C)CCc2ccccc2)c1 (stereo not given)	12	5	3	-3	-1	-10	-13	16	19	-10	7
Cc1ccc(Cl)cc1N1CCN(CC(=O)NC2CCCc3ccccc32)CC1 (stereo not given)	7	30	17	-9	23	-12	9	17	-23	-27	-4
Nc1nc2ccccc2n1/N=C/c1ccc([N+](=O)[O-])s1	12	-4	29	-1	-28	2	49	10	-1	-4	54
Cc1ccc(S(=O)(=O)N2CCCC2C(=O)OCc2nc3sc(C)c(C)c3c(=O)[nH]2)cc1 (stereo not given)	9	-3	-1	1	2	-1	20	-1	-4	-16	-2
Cc1cccc2c1NC(=O)C21OCC(CO)([N+](=O)[O-])CO1 (stereo not given)	-12	-12	-2	1	-16	4	10	-7	-27	-18	24
CCOc1ccc(N2CSC(=S)N(c3ccc(OCC)cc3)C2)cc1	-14	7	-13	4	-6	4	16	-23	7	11	3
CC(=NNC(=O)CCC(=O)Nc1ccccc1Cl)c1ccco1	6	-13	7	2	-12	-7	-17	-8	-5	19	9
CC1(C)SC2C(C(=O)O)N=C(Cc3ccccc3)N2C1C(=O)O (stereo not given)	-4	-6	-13	18	5	-2	-1	7	-13	-2	2
Oc1ccccc1C1OCC2(CO1)COC(c1ccccc1O)OC2 (stereo not given)	18	-3	-18	3	-2	8	-3	-15	-7	-10	-9
COc1ccc(CCN2C(=O)COc3ccccc3C2C(=O)Nc2c(C)cccc2C)cc1OC (stereo not given)	.	.	.	.	-1	.	6	-9	.	0	-9
CC[C@@]1(C(=O)OC)N[C@H](CN(C)C(=O)Nc2ccc(C(F)(F)F)cc2)[C@@H]2C(=O)N(C)C(=O)[C@@H]21	-4	15	-10	0	-11	-5	10	-6	-13	2	-35
Cc1ccc2oc(-c3ccco3)cc(=O)c2c1	-68	-65	-42	3	-38	-3	37	-6	-135	-1	-93
Cc1ccccc1C(OCC(O)CN1CCN(CCO)CC1)c1ccccc1 (stereo not given)	2	-11	-3	1	-7	3	6	2	29	-1	7
Cc1ccc(NS(=O)(=O)c2ccc(F)cc2)nc1	1	11	2	10	7	-9	-5	13	-5	-3	-8
COc1ccc(CCC(=O)NCc2ccc3c(c2)OCO3)cc1	3	4	-3	8	-12	-8	-18	9	-27	19	6
COc1cc(/C=C2/CCc3ccccc3C2=O)cc(OC)c1OC	15	3	1	-3	-33	-8	1	-22	-10	-1	-33
CCOC(=O)c1sc2nc(NC(=O)COc3ccccc3)sc2c1C	-27	-3	-8	16	-13	3	-15	-24	0	-6	21
Cc1c(-c2ccc(Br)cc2)nc2ccccn12	-71	-8	-116	-17	-54	-38	16	-33	-119	-4	-135
CC(OC(=O)C1CC1C)C(=O)Nc1ncc(Cl)cc1Cl (stereo not given)	-4	11	-8	-5	-9	-2	-7	4	5	3	-11
COc1cc(-c2noc(-c3ccco3)n2)cc(OC)c1OC	-8	-8	-16	17	-30	0	7	-40	-33	0	-17
O=C1NCCCC1C(=O)N1CCN(C(=O)c2ccco2)CC1 (stereo not given)	14	17	-5	-2	-18	-1	-11	3	1	2	-3
O=C(NNC(=O)c1cccc2ccccc12)c1ccccc1O	-8	-1	12	-17	-42	7	-1	-10	-5	-14	-1
Cc1cn(C2CCCCC2)c(=O)[nH]c1=O	-3	-12	-45	-5	20	-6	3	15	2	12	-4
Cc1ccc(C(=O)COC(=O)C2CC(=O)N(c3nc(-c4ccccc4)cs3)C2)cc1 (stereo not given)	9	16	-1	1	-12	4	-16	11	-1	-11	0
CCCCOc1ccc(C(=O)N(CC)CC(=O)NCc2cccs2)cc1	3	-11	-3	13	-11	-4	5	-3	-8	19	8
Cc1ccccc1NCC(=O)N/N=C/c1c(C)c(C(=O)c2ccc(Cl)cc2)n2ccccc12	30	14	31	-1	19	-5	-18	15	8	30	1
CCOCCCNC(=S)NNC(=O)CCn1nc(C)c(Br)c1C	-2	4	18	1	24	-1	-11	.	4	6	0
COc1ccc(C(=O)N2CCN(C(=O)CC(C)C)CC2)cc1OC	10	-2	1	-12	7	1	-12	11	6	-16	4
O=C(COc1ccc2ccccc2c1Br)N1CCOCC1	-34	-4	-14	-3	-30	-5	0	-11	-39	-8	-29
CCOC(=O)c1c(-c2ccc(OC)cc2)csc1/N=C/N(C)C	2	8	-1	2	19	-4	-1	0	4	-18	-6
Nc1sc(-c2ccccc2)c(Cc2ccccc2)c1C(=O)O	12	-6	-12	6	-25	2	-8	1	-24	-9	-2
Cc1cccc(C)c1OCC(=O)NCc1nnc(SCC(=O)NC2CCCCC2C)n1C (stereo not given)	-1	16	-10	-6	-9	-14	-19	2	-134	-12	14
O=C(Cn1cnc2c(nnn2Cc2ccccc2F)c1=O)OCc1ccccc1	-29	18	21	-9	10	-1	0	-7	5	-22	14
CC(=O)Nc1ccc2c(c1)nc1n2CCN(C2CCCCC2)C1	-21	-7	-87	1	17	-14	-19	-7	-76	-9	-49
CCCCc1nnc(SCC(=O)Nc2nccs2)n1CC	5	1	0	5	-2	3	-7	-5	-1	-2	-15
Cc1ccc(S(=O)(=O)Nc2ccc(S(=O)(=O)NC(C)(C)C)cc2)cc1	7	8	-9	2	-6	-1	10	-22	-12	6	6
CC1CC(=O)Nc2ccccc2N1C(=O)CSc1ncnc2sccc12 (stereo not given)	-7	18	-8	2	-1	6	13	9	-1	4	5

Shn3 3UTR inh: entries above that show a hit.
SMILES,SRC3 inh,CF NFkB inh,Shn3 3UTR inh,EBV LMP1 NFkB,NR2F2 inh,NCOA1 inh,TWEAK-Fn14 inh,LRH-1 inv ag
Cc1ccc(C)c(S(=O)(=O)Nc2ccc(-n3cnnn3)cc2)c1,3,9,83*,6,.,-4,-5,-33

Additional results.
SMILES	SRC3 inh	CF NFkB inh	Shn3 3UTR inh	KKLEB tox	TROY signal inh	EBV LMP1 NFkB	TRAIL sens C8	NR2F2 inh	NCOA1 inh	TWEAK-Fn14 inh	LRH-1 inv ag
O=C(NCc1ccc(Cl)cc1)c1ccc(-c2ccccc2C(F)(F)F)o1	-5	9	6	-1	13	1	-16	6	-13	-13	15
O=C(N/N=C/c1ccco1)c1cc(-c2ccc(Br)s2)[nH]n1	7	-14	-3	21	-19	7	-21	30	-3	4	-2
O=S(=O)(c1ccc(SCCOc2cccc(Br)c2)nc1)N1CCCC1	4	17	-4	-21	-11	10	-3	-11	-6	0	18
Cc1ccc(C)c(NC(=O)CN(C)C(=O)c2ccc3[nH]c4c(c3c2)CC(C)CC4)c1 (stereo not given)	-4	7	2	-6	-21	5	4	11	-7	-30	-18
CSc1ccc(C(=O)N2CCC(CCC(=O)NCc3ccc(F)cc3)CC2)cc1	15	3	-5	-1	-18	-7	0	-15	6	-6	-6
CN(C)/C=C/c1onc(-c2c(Cl)cccc2Cl)c1C#N	12	-14	-1	13	7	1	-2	2	-10	21	21
FC(F)(F)c1nc2cc3nc4ccccc4[nH]c3cc2n1	-8	-12	-51	3	-54	-9	-12	-13	-30	7	-25
O=C(NC1CCCCC1)N(c1ccccc1)c1nnc(-c2cccc([N+](=O)[O-])c2)s1	-48	-3	0	12	-32	-8	23	-17	-60	-30	-55
C[C@@]12C(=O)Nc3cc(Cl)ccc3C(=O)N1[C@H]1c3cc(Cl)ccc3OC[C@@H]1[C@@H]2c1ccccc1	-7	24	27	-37	9	2	5	4	22	37	0
COc1cccc(/C=N/NC(=O)C(=O)NCc2cccnc2)c1OC	14	7	46	-1	7	-1	2	8	-6	11	12
CCN(c1ccccc1)S(=O)(=O)c1ccc(Cl)c(NC(=O)CSc2nnc(C)s2)c1	-4	3	8	2	15	-10	18	-1	12	10	-2
NC(=S)NN=C1CCCCCCCC1	-4	-1	-19	5	-2	-3	-13	-6	-4	8	-6
S=c1[nH]nc(-c2cccnc2)n1/N=C/C(Cl)=C\c1ccccc1	-41	11	-85	-3	-8	-10	0	-19	-83	55*	-9
COc1ccc(CN2CCC[C@]3(N[C@H](c4ccccc4)[C@@H]4C(=O)N(Cc5ccccc5)C(=O)[C@@H]43)C2=O)cc1	2	29	-7	7	7	-2	-4	12	-27	3	2
CCOC(=O)N1CCC(NC(=O)C2=C(C)C(=O)OC23CCC(C)CC3)CC1 (stereo not given)	-3	-21	-24	11	9	-10	-8	12	-13	12	21
Cc1cccc(OCC(=O)NCC(=O)N/N=C/c2cc(Br)ccc2OCc2ccccc2)c1	13	-6	-27	1	-17	3	-11	10	-9	-7	10
CCOC(=O)C1CCN(C(=O)c2ccc(OCC(=O)Nc3ccc(OCC)cc3)c(OC)c2)CC1	2	-3	14	-2	-9	2	-3	8	-3	-9	11

Source: PubChem (several laboratories)

An excerpt, so the mix of outcomes need not match the whole.
